FLuc inh counter: Photinus pyralis luciferase inhibition counter-screen | P08659 | inhibition, % at 10 µM | actives 1.5% (n = 200,000) | ATPLite firefly luciferase biochemical luminescence, 10 min | AID 1006;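 active = inhibition above about 50% when tested at 10 µM, limit read from the data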
Target sequence (P08659 whole entry, looked up): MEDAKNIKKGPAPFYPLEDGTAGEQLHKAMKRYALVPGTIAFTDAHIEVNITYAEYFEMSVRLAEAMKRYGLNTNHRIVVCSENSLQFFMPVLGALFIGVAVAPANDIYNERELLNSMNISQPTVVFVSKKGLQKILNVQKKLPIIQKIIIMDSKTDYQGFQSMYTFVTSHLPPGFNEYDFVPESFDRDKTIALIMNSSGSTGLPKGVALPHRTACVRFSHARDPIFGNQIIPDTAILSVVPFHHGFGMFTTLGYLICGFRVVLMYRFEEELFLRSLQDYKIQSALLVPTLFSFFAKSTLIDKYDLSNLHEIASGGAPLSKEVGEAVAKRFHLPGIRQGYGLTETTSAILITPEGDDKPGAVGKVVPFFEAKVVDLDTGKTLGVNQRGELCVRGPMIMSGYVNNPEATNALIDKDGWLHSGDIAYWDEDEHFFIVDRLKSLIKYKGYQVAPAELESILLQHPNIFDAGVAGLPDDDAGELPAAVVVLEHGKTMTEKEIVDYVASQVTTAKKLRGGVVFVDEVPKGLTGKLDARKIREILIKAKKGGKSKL
G6PDH counter: inhibits Leuconostoc G6PDH, flagging false hits in G6PDH-based assays; actives 0.12% (n = 200,000); Purified L. mesenteroides G6PDH, diaphorase/resazurin coupled fluorescence, 45 min; inhibition, % at 5 µM; in the data active = inhibition above about 50%
NF-kB expr up: NF-kB expression increase, human neuronal cells; NF-kB reporter expression; hits give high values; actives 1.6% (n = 190,000); fold change at 12.5 µM; in the data active = fold change above about 3.3
FLuc act counter: firefly luciferase counter-screen for stimulation assays. P08659. ATPlite luciferase biochemical, luminescence, 10 min; 0 = ATP-free wells, 1 = DMSO control. activation factor at 10 µM. 200,000 tested, under 10 active. AID 1027;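 active = luciferase activation factor, scaled between plate controls, of at least 2 with compound at 10 µM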
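Assay system – cell-free luciferase reagent · Medium – PBS-based ATP solution · Dosing – test compounds dosed from 2 mM stocks in 100% DMSO · Timing – 10 min, room temperature · Technique – light output (luminescence) · Measure – luminescence gain marking luciferase activators · Controls – No-ATP low control, compound-free enzyme-plus-ATP high control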
APP transl inh: APP translation inhibition; SH-SY5Y APP 5'UTR-luciferase reporter, luminescence; inhibition, % at 2 µM; actives 0.82% (n = 190,000);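 active = inhibition above a set limit, derived from the sample mean plus 3 SD, cut at about 45% in these data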; note: values of inactives mirror those of a sister screen read the other way
Efa HMGR inh: E. faecalis class II HMG-CoA reductase inhibition. AID 1066. inhibition, % at 10 µM. actives 0.41% (n = 190,000). purified E. faecalis HMGR, NADPH absorbance 340 nm kinetic;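 active = inhibition above a set limit, the median over all tested compounds plus 3 SD, cut at about 9.5% in these data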;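 note: enzyme runs in reverse so mevalonate oxidation gives rising NADPH absorbance; 0% = complete reaction with DMSO and 100% = background rate lacking mevalonate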
Hsp70 act: switches on Hsp70 transcription; HeLa Hsp70 promoter luciferase reporter, luminescence; scaled: vehicle 0, proteasome-inhibitor control 100%; activation, % at 10 µM; actives 0.04% (n = 200,000); AID 1203;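 active = activation above the mean across all tested compounds plus 3 SD, cutoff set per campaign, cut at about 5.5% in these data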;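 note: 100% = MG132 at 30 µM as the positive control and 0% = DMSO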
STAT1 act: increases IFN-gamma driven STAT1 reporter signal; NIH 3T3 STAT1-luciferase reporter, luminescence; 100% = IFN-gamma alone, no compound; activation (% of control), % at 5.5 µM; actives 2.6% (n = 200,000); AID 932;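 active = activation above the screen-wide mean activation plus 3 SD, cut at about 130% in these data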;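 note: raw ratio to IFN-gamma control signal so 100% means no change and 0% no light; values of inactives mirror those of a sister screen read the other way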
APP 5'UTR act: activates APP 5'UTR luciferase reporter; actives 1% (n = 190,000); activation, % at 2 µM; SH-SY5Y APP 5'UTR luciferase reporter, luminescence; zero percent = DMSO vehicle wells;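 active = activation above a set limit, based on mean plus 3 SD of controls, cut at about 140% in these data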; note: values of inactives mirror those of a sister screen read the other way
DTT redox prof: compounds producing H2O2 with reducing agent – biochemical, NIH compound library profiling, artefact control for MLSCN library redox annotation, primary screen; DTT-dependent redox cycling H2O2, phenol red/HRP absorbance; 100% = 100 µM peroxide control, 0% = buffer; activation, % at 10 µM; actives 0.03% (n = 200,000);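 active = activation of at least 50% relative to the plate's high and low controls in the primary single-dose screen; inactive = activation below 50%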;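 note: compound incubated with DTT at 0.8 mM final as the reducing agent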
The depositor's hits bear a star; nt = not tested or not shown. Not a hit list; about 5.3% have a hit in one of these screens.

SMILES	FLuc inh counter	G6PDH counter	NF-kB expr up	FLuc act counter	APP transl inh	Efa HMGR inh	Hsp70 act	STAT1 act	APP 5'UTR act	DTT redox prof
CCCn1c(=O)n(C)c(=O)c2c(SCC(=O)NCc3ccco3)nc(C3CC3)nc21	-4	0	1.1	1	-2	-7	-0.3	98	2	0.2
COc1ccc(CCn2c(NCc3ccco3)nc3c2c(=O)[nH]c(=O)n3C)cc1	-2	14	0.93	1	3	-1	-0.3	101	-3	-1.0
Cn1c(=O)[nH]c(=O)c2c1nc(SCCN1CCCCC1)n2CCCc1ccccc1	-3	-1	1.1	1	-6	-6	-0.1	101	6	-2.0
O=C(Nc1cccc2oc(=O)ccc12)c1ccc([N+](=O)[O-])cc1[N+](=O)[O-]	-5	-1	0.77	1.1	22	0	-0.4	85	-22	0.4
COC(=O)c1cccc(NC(=O)COC(=O)CSc2nc(C)cc(C)n2)c1	-3	4	1.3	1	10	nt	0.0	108	-10	-8.0
O=C(COc1ccc(Br)cc1)Nc1ccc(Cc2ccncc2)cc1	2	0	1.1	1	8	3	-0.1	99	-9	-0.1
COc1nc(-c2ccc(Cl)cc2)ccc1-c1noc(-c2cccs2)n1	-4	6	1.2	1	-3	-2	0.0	108	3	0.0
COc1ccc(-c2cc(C(=O)NCc3cccnc3)no2)cc1	16	-1	2.3	0.8	nt	-3	-0.3	115	nt	-13
COc1cc2c(cc1OC)CN(C(=S)Nc1ccc(OC(F)F)cc1)CC2	-2	13	2.7	1	18	-2	-0.1	83	-18	0.3
O=C(NCC(c1cccnc1)N1CCN(c2ccccc2)CC1)OCc1ccccc1 (stereo unspecified)	4	7	0.98	1	11	-7	-0.1	106	-11	0.3
O=C(NC1CCCCC1)c1cccc(COCC(F)(F)F)c1	-5	11	1.1	1.1	6	-5	0.2	99	-6	0.4
Cc1ccc(S(=O)(=O)Nc2ccccc2C(=O)OC(C)C(=O)Nc2ccc3ccccc3c2)cc1[N+](=O)[O-] (stereo unspecified)	-2	10	0.73	1	-20	-1	0.8	95	20	-0.2
Cc1cccc(N(C)c2cc(C)nc3ncnn23)c1	-10	15	1	1.1	-5	2	-0.1	96	5	0.4
COC(=O)c1ccc(C(=O)OC)c(NC(=S)N2CCCCC2)c1	-1	2	1.1	1	8	-4	-0.2	107	-8	-7.7
Cc1ccc2oc(Nc3nc(C)cc(C)n3)nc2c1	0	2	1.7	1	-13	-2	-0.2	108	13	2.6
CS(=O)(=O)NNC(=O)CN1C(=O)C2C3C=CC(C3)C2C1=O (stereo unspecified)	1	0	0.92	1	12	-2	-0.1	106	-12	-1.0
Cc1cc(C)c(S(=O)(=O)N2CCN(C(=O)c3cccs3)CC2)c(C)c1	-4	4	1.2	1	-6	-4	-0.3	93	6	-0.8
CN(C)c1nc(OCCNC(=O)Nc2ccc(Cl)cc2)nc(N(C)C)n1	4	-6	1.2	1	0	2	-0.2	91	0	-1.9
COc1ccccc1N1CCN(C(=O)c2cc(-c3cccc(Cl)c3)on2)CC1	-2	3	1	1	1	2	0.1	103	-1	-0.1
O=C(CSc1n[nH]c(=O)n1C1CC1)Nc1cc(Cl)ccc1Oc1ccccc1	-4	4	0.93	1	2	6	-0.3	84	-2	0.3
Cc1cccc(/C(N)=N/OC(=O)Cc2cccc3ccccc23)c1	-7	2	1.2	1.1	12	-3	-0.1	108	-12	7.2
O=C(NNC(=O)c1cccs1)c1ccco1	-5	3	1	1.1	-17	-9	-0.4	98	17	-0.7
Cc1[nH]c2ccccc2c1C(=O)CSCC(=O)O	-7	7	1	1.1	-3	-8	-0.3	99	3	-0.1
CCc1sc(NC(=O)COC)nc1-c1ccccc1	-5	4	1.1	1	-3	-4	-0.3	106	3	-0.6
Cc1ccc(S(=O)(=O)N2CCCC(CCC(=O)NCc3ccccc3F)C2)s1 (stereo unspecified)	-9	11	0.9	1.1	9	-2	0.0	104	-9	0.0
CNc1ncc(C(=O)c2ccc(Br)cc2)s1	41	3	3.5*	0.6	-94	0	-0.2	140*	94	-1.6
CN1CCN(C(=O)CSc2ccc(Cl)cc2)CC1	-1	1	1.3	1	-41	0	-0.5	108	41	0.0
CCN(CC)S(=O)(=O)c1ccc(Oc2ccccc2)c(N)c1	-6	6	0.95	1.1	12	2	-0.5	94	-12	0.0
CCCNC(=O)CNC(=S)N(Cc1ccccc1F)C1CCCCC1	-1	9	1.1	1	-12	6	0.8	98	12	0.3
O=C(O)c1cccc(-n2cccc2C=C2C(=O)c3ccccc3C2=O)c1	36	4	1	0.6	-9	-4	0.0	86	9	12
Nc1n[nH]c(C2CCCCC2)n1	-3	14	1.1	1	-9	-2	-0.3	103	9	-0.7
O=C(NCc1n[nH]c(=S)n1-c1ccc([N+](=O)[O-])cc1)c1ccc(S(=O)(=O)N2CCOCC2)cc1	-10	-2	1.3	1.1	2	0	-0.4	99	-2	-1.6
CC(=O)c1cccc(NC(=O)N2CCCC2C(=O)Nc2cc(C)ccc2C)c1 (stereo unspecified)	-2	2	0.95	1	6	-7	0.3	100	-6	-0.1
O=c1oc2ccccc2cc1C1=Nn2c(nnc2-c2cccnc2)SC1	-11	1	0.99	1.1	20	1	0.0	102	-20	2.9
COc1cccc(-c2n[nH]c(=S)n2Cc2ccco2)c1OC	-3	11	1	1	1	0	-0.4	95	-1	0.3
O=C(CSc1nc2ccccc2c(=O)n1-c1ccccc1)N1CCCc2ccccc21	-10	-30	0.74	1.1	12	-6	-0.1	95	-12	0.4
O=C(c1ccco1)N1CCN(C(c2ccccc2)c2nnnn2Cc2cccs2)CC1 (stereo unspecified)	-6	5	1.2	1.1	2	3	-0.4	105	-2	1.2
Cc1csc(SCC(=O)Nc2nc(-c3ccccc3)cs2)n1	-9	-22	1.5	1.1	-18	-2	0.1	112	18	0.1
CN(C1=C(N2CCCCC2)C(=O)c2ccccc2C1=O)c1ccccc1	1	35	1.1	1	-4	-7	-0.1	102	4	0.2
Cc1nnc(C)n1/N=C/C=C/c1ccccc1	-6	3	1.4	1.1	-1	0	-0.3	91	1	0.2

In a second layout: 2 of the compounds above.
SMILES: Cc1cccc(/C(N)=N/OC(=O)Cc2cccc3ccccc23)c1
  FLuc inh counter: -7	G6PDH counter: 2	NF-kB expr up: 1.2	FLuc act counter: 1.1	APP transl inh: 12	Efa HMGR inh: -3	Hsp70 act: -0.1	STAT1 act: 108	APP 5'UTR act: -12	DTT redox prof: 7.2
SMILES: O=C(NNC(=O)c1cccs1)c1ccco1
  FLuc inh counter: -5	G6PDH counter: 3	NF-kB expr up: 1	FLuc act counter: 1.1	APP transl inh: -17	Efa HMGR inh: -9	Hsp70 act: -0.4	STAT1 act: 98	APP 5'UTR act: 17	DTT redox prof: -0.7

The listing continues.
SMILES	FLuc inh counter	G6PDH counter	NF-kB expr up	FLuc act counter	APP transl inh	Efa HMGR inh	Hsp70 act	STAT1 act	APP 5'UTR act	DTT redox prof
O=C(Nc1ncn[nH]1)c1c(Cl)ccc(Cl)c1Cl	-3	23	1	1	-9	3	-0.1	101	9	0.9
O=C(N1CCCCC1)N1CCN(S(=O)(=O)c2ccc(Cl)cc2)CC1	-3	4	1.1	1	-2	6	0.0	102	2	-0.7
COCc1ccc([C@@H]2C[C@H]3CN(Cc4cccc(Cl)c4)C(=O)[C@]34CCCN24)o1	-3	3	0.9	1	-12	-1	-0.1	98	12	0.3
COC(=O)CSc1nc(C2CC2)cc(C(F)(F)F)c1C#N	-6	9	1.1	1.1	10	-5	-0.2	110	-10	1.4
CCOC(=O)NC(CC(=O)O)c1ccc(OC)c(OC)c1 (stereo unspecified)	-5	4	1.2	1.1	-13	0	0.0	101	13	0.1
O=C(CSc1nc2ccccc2s1)N/N=C/c1ccco1	1	8	1.1	1	-10	-7	-0.5	96	10	-0.1

Grouped by structure: the compounds so far containing four or more nitrogen atoms.
SMILES	FLuc inh counter	G6PDH counter	NF-kB expr up	FLuc act counter	APP transl inh	Efa HMGR inh	Hsp70 act	STAT1 act	APP 5'UTR act	DTT redox prof
CCCn1c(=O)n(C)c(=O)c2c(SCC(=O)NCc3ccco3)nc(C3CC3)nc21	-4	0	1.1	1	-2	-7	-0.3	98	2	0.2
COc1ccc(CCn2c(NCc3ccco3)nc3c2c(=O)[nH]c(=O)n3C)cc1	-2	14	0.93	1	3	-1	-0.3	101	-3	-1.0
Cn1c(=O)[nH]c(=O)c2c1nc(SCCN1CCCCC1)n2CCCc1ccccc1	-3	-1	1.1	1	-6	-6	-0.1	101	6	-2.0
O=C(NCC(c1cccnc1)N1CCN(c2ccccc2)CC1)OCc1ccccc1 (stereo unspecified)	4	7	0.98	1	11	-7	-0.1	106	-11	0.3
Cc1cccc(N(C)c2cc(C)nc3ncnn23)c1	-10	15	1	1.1	-5	2	-0.1	96	5	0.4
Cc1ccc2oc(Nc3nc(C)cc(C)n3)nc2c1	0	2	1.7	1	-13	-2	-0.2	108	13	2.6
CN(C)c1nc(OCCNC(=O)Nc2ccc(Cl)cc2)nc(N(C)C)n1	4	-6	1.2	1	0	2	-0.2	91	0	-1.9
O=C(CSc1n[nH]c(=O)n1C1CC1)Nc1cc(Cl)ccc1Oc1ccccc1	-4	4	0.93	1	2	6	-0.3	84	-2	0.3
Nc1n[nH]c(C2CCCCC2)n1	-3	14	1.1	1	-9	-2	-0.3	103	9	-0.7
O=C(NCc1n[nH]c(=S)n1-c1ccc([N+](=O)[O-])cc1)c1ccc(S(=O)(=O)N2CCOCC2)cc1	-10	-2	1.3	1.1	2	0	-0.4	99	-2	-1.6
O=c1oc2ccccc2cc1C1=Nn2c(nnc2-c2cccnc2)SC1	-11	1	0.99	1.1	20	1	0.0	102	-20	2.9
O=C(c1ccco1)N1CCN(C(c2ccccc2)c2nnnn2Cc2cccs2)CC1 (stereo unspecified)	-6	5	1.2	1.1	2	3	-0.4	105	-2	1.2
Cc1nnc(C)n1/N=C/C=C/c1ccccc1	-6	3	1.4	1.1	-1	0	-0.3	91	1	0.2
O=C(Nc1ncn[nH]1)c1c(Cl)ccc(Cl)c1Cl	-3	23	1	1	-9	3	-0.1	101	9	0.9

Screening data: PubChem, several laboratories
